Bioassay records (PubChem BioAssay)
STAT3 inh: reduces IL-6 driven STAT3 reporter signal | U3A cells, IL-6 STAT3-luciferase reporter, luminescence; host cell line lacks STAT1 | 190,000 compounds, 0.89% hits | inhibition, % at 5.5 µM;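 active = inhibition above the mean inhibition across all screened compounds plus 3 SD, cut at about 44% in these data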;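 note: 0% = DMSO only wells and 100% = 100 µM nifuroxazide control wells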
APP transl inh: APP translation inhibition | inhibition, % at 2 µM | AID 1285 | SH-SY5Y APP 5'UTR-luciferase reporter, luminescence | 190,000 compounds, 0.82% hits;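 active = inhibition above a set limit, derived from the sample mean plus 3 SD, cut at about 45% in these data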; note: values of inactives mirror those of a sister screen read the other way
STAT1 act: activators of IFN-gamma induced STAT1 signaling. 200,000 compounds, 2.6% hits. NIH 3T3 STAT1-luciferase reporter, luminescence; 100% = IFN-gamma alone, no compound. AID 932. activation (% of control), % at 5.5 µM;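 active = activation above the screen-wide mean activation plus 3 SD, cut at about 130% in these data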;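 note: raw ratio to IFN-gamma control signal so 100% means no change and 0% no light; values of inactives mirror those of a sister screen read the other way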
Diaphorase act: activates diaphorase or chemically reduces, flagging diaphorase assay artifacts; Diaphorase/resazurin coupled assay, resorufin fluorescence, 16 min; active compounds read high; 1 = vehicle wells, 0 = NADH-free wells; activation factor at 20 µM; 190,000 compounds, 0.005% hits;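 active = diaphorase activity raised at least twofold by the compound at 20 µM; inactive = activation factor below 2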
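Material: Purified diaphorase enzyme from Clostridium kluyveri | Buffer or medium: 50 mM HEPES pH 7.4 with 4.542 mM MgCl2, 0.005% Tween 20 | Times: 16 min enzyme reaction, ambient temperature | Signal: Red resorufin fluorescence at 544/590 nm excitation/emission | Measure: Increased resorufin signal from activators or reducing compounds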
TLR4-MyD88 BLA: inhibitors of human TLR4-MyD88 binding; 200,000 compounds, 0.18% hits; AID 861; HeLa CL3-4 TLR4/MyD88 BLA complementation, FRET ratio; inhibition, % at 8.4 µM; in the data active = inhibition above about 25%;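 note: 0% = vehicle and 100% = reference inhibitor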
Target sequence (O00206 whole entry, looked up): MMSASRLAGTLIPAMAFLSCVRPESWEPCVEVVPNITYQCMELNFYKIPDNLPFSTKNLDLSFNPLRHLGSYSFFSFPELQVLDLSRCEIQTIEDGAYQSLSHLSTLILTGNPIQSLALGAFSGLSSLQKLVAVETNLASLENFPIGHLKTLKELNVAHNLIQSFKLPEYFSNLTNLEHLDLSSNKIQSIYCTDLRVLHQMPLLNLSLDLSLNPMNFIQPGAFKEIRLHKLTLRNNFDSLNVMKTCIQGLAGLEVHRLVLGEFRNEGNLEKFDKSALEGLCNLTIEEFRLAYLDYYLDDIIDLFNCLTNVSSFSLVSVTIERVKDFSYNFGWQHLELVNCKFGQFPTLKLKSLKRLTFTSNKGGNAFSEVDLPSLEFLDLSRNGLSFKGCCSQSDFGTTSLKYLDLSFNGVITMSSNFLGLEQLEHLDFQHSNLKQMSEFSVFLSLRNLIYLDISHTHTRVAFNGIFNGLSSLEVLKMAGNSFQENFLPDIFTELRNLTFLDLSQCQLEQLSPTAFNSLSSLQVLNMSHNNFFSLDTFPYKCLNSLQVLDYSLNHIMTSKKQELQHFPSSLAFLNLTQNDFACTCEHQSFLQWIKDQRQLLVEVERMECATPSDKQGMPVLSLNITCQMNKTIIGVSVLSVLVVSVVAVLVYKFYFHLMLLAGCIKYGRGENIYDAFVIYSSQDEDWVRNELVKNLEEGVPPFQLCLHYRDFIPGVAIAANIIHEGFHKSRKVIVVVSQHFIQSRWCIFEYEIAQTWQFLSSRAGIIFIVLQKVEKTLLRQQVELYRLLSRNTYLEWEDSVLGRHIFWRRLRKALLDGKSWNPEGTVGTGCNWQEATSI
Target sequence (Q99836 whole entry, looked up): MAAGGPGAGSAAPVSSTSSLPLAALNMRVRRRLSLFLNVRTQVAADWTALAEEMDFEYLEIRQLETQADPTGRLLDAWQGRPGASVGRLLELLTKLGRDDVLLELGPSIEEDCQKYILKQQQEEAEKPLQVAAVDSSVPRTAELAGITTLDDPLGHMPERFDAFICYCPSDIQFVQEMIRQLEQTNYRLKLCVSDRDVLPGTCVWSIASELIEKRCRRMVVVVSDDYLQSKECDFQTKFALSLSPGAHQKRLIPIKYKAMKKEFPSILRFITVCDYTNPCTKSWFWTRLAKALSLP
STAT1 blocker: STAT1 signaling inhibition; 200,000 compounds, 0.35% hits; inhibition, % at 5.5 µM; NIH 3T3 STAT1-luciferase reporter, IFN-gamma, luminescence;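 active = inhibition above a set limit, the mean inhibition across all tested compounds plus 3 SD, cut at about 34% in these data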;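 note: 0% = IFN-gamma with DMSO and 100% = IFN-gamma with 300 µM nifuroxazide; values of inactives mirror those of a sister screen read the other way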
Diaph inh CS: counter-screen for diaphorase-based assays: diaphorase inhibitors and chemical oxidizers; diaphorase resazurin-to-resorufin fluorescence, NADH, 16 min; bacterial (C. kluyveri) enzyme, not human; inhibition, % at 20 µM; 190,000 compounds, 0.69% hits;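 active = primary screen inhibition at 20 µM above a set limit, cut at about 50% in these data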;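 note: plate controls were DMSO with full reaction for no effect and wells lacking NADH for full effect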
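Test system: Clostridium kluyveri diaphorase enzyme / Quantity: diaphorase at 0.14 U/mL in enzyme working solution / Incubation: 16-min room-temperature incubation before reading / Benchmarks: NADH-free wells as positive control, DMSO-only neutral wells / Signal: resorufin fluorescence 544/590 nm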
STAT3 act: STAT3 signaling activation | U3A cells, IL-6 STAT3-luciferase reporter, luminescence; 100% = signal with IL-6 EC80 alone | activation (% of control), % at 5.6 µM | 190,000 compounds, 0.91% hits;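 active = activation above the screen-wide mean of compound activation plus 3 SD, cut at about 130% in these data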;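 note: 0% = background luminescence of wells with medium and substrate only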
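System – human U3A cells carrying STAT3-luciferase construct · Probe or stimulus – Interleukin-6, 33 ng/mL · Schedule – compound 1 h, then IL-6 6 h at 37 °C · Signal – luminescence from STAT3-driven luciferase reporter · Evaluation – percent of IL-6-only median luminescence · Benchmarks – IL-6-only high control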
Hsp70 act: transcriptional activators of Hsp70; HeLa Hsp70 promoter luciferase reporter, luminescence; scaled: vehicle 0, proteasome-inhibitor control 100%; activation, % at 10 µM; 200,000 compounds, 0.04% hits; AID 1203;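 active = activation above the mean across all tested compounds plus 3 SD, cutoff set per campaign, cut at about 5.5% in these data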;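 note: 100% = MG132 at 30 µM as the positive control and 0% = DMSO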
G6PDH CS: L. mesenteroides G6PDH inhibition counter-screen; AID 1020; inhibition, % at 5 µM; Purified L. mesenteroides G6PDH, diaphorase/resazurin coupled fluorescence, 45 min; 200,000 compounds, 0.12% hits; in the data active = inhibition above about 50%
Active calls of the source: *; . = not tested or not shown.

SMILES	STAT3 inh	APP transl inh	STAT1 act	Diaphorase act	TLR4-MyD88 BLA	STAT1 blocker	Diaph inh CS	STAT3 act	Hsp70 act	G6PDH CS
COc1ccc(Cc2n[nH]c(=O)c3ccccc23)cc1OC	10	7	97	0.9	-2	3	7	95	-0.2	0
C=CCc1ccccc1OCC(O)CN1CCN(c2ccccc2F)CC1 (centres undefined)	5	-6	97	0.8	5	4	24	100	0.0	4
CCCS/C(N)=N/N=C/c1cc(C)ccc1O	3	-150	117	0.9	0	-18	14	101	0.4	0
Cc1c(C(=O)N/N=C/c2ccc(-c3ccccc3[N+](=O)[O-])o2)sc(N)c1C#N	24	-23	114	0.5	7	-16	49	78	0.2	13
Cc1c(Cl)cccc1NC(=O)Nc1ccc(C(N)=O)cc1	6	-12	94	0.9	4	6	8	98	-0.2	10
COc1cc(C(=O)O)ccc1OCC(=O)N1CCOCC1	-4	-5	102	0.9	-1	-3	12	105	-0.3	-3
CCOc1ccccc1OCC(=O)NNC(=O)Cn1cnc2c1c(=O)n(C)c(=O)n2C	8	2	100	1	-1	-1	-2	99	0.4	4
CS(=O)(=O)N(CC(=O)N/N=C/c1cc2c(cc1Br)OCO2)c1ccccc1Br	-1	6	109	0.9	1	-10	10	105	0.0	5
Cc1ccnc(SCCn2c(N3CCC(C)CC3)nc3c2c(=O)n(C)c(=O)n3C)n1	-1	6	106	.	-7	-7	.	104	-0.1	.
COc1nc(-c2ccncc2)nc2ccccc12	11	-3	100	0.9	-10	0	9	94	-0.3	6
CN1CCN(C(=O)c2cn(-c3ccccc3)nc2-c2cccnc2)CC1	4	2	98	0.9	-11	2	5	102	-0.3	7
O=C(O)CCC(=O)Nc1ccc(OCC(=O)O)cc1	5	.	94	0.9	2	5	7	96	-0.3	-3
Cc1cc(-n2c(C)cc(C(=O)CN3C(=O)NC4(CCCCC4C)C3=O)c2C)no1 (centres undefined)	8	41	102	1.1	-11	-2	-9	100	-0.7	5
Cc1ccc(COc2ccc(Br)cc2/C=N/O)cc1	19	-78	135*	0.7	-4	-39	28	89	0.0	5
Cc1cccc(-n2nnnc2SCn2nnc3ccccc3c2=O)c1	13	2	100	.	8	0	.	92	-0.3	.
CCCN1C(=O)/C(=C/c2ccc(C)s2)NC1=S	3	1	96	0.7	6	6	31	100	-0.2	2
Cc1c(S(=O)(=O)Nc2ccc3c(c2)OCCO3)cnn1C	6	10	98	0.9	13	1	14	105	0.3	2
COc1cc2c(c(OC)c1)C(c1cccc(OC)c1OC)CC(=O)N2 (centres undefined)	21	7	97	0.9	-6	3	15	87	-0.1	13
COc1ccc(CCc2nnc(CCC(=O)NCc3cnn(-c4ccccc4C)c3)o2)cc1	1	5	105	0.9	-27	-8	12	104	0.4	10
CC(C)(C)c1ccc(S(=O)(=O)N2CCN(CCC#N)CC2)cc1	-6	-21	96	0.9	5	5	14	105	-0.3	-12
CCOC(=O)c1c(C)oc2c1c(C=NCc1ccccn1)c(O)c1ccccc12	16	1	94	0.4	6	8	64*	92	-0.3	-52
CCOc1ccc(NC(=O)CSc2nnc(-c3ccco3)n2C)cc1	4	28	108	0.9	13	-7	6	102	0.2	4
COCCSc1nc2c(c(=O)[nH]c(=O)n2C)n1Cc1cccc(C)c1	-6	-6	97	0.9	-6	4	5	105	0.2	7
COc1ccc2nc(NC(=O)Nc3cccc4ccccc34)sc2c1	-5	-77	123	0.7	-12	-26	28	105	-0.1	4
O=[N+]([O-])c1ccc(Nc2c3ccccc3nc3ccccc23)cc1	-6	18	92	0.9	14	7	9	108	-0.1	3
SMILES	STAT3 inh	APP transl inh	STAT1 act	Diaphorase act	TLR4-MyD88 BLA	STAT1 blocker	Diaph inh CS	STAT3 act	Hsp70 act	G6PDH CS
Cc1cc2cc(C)c3nnc(SCC(=O)N4CCN(C(=O)c5ccco5)CC4)n3c2cc1C	17	11	101	.	12	-1	.	85	-0.4	.
Cc1nnc(NC2=NCCC2)s1	0	8	107	0.9	-7	-8	15	103	-0.2	-1
CC(/C=C/c1ccc(N(C)C)cc1)=N\N=C1\NC(=O)CC(C(=O)Nc2ccccc2)S1 (centres undefined)	-8	-18	102	0.9	-1	-2	15	107	0.1	11
O=C(N/N=C/c1ccc(Cl)cc1Cl)c1cccc(F)c1	25	-127	160*	0.7	1	-67	26	88	1.0	4
O=C(N/N=C/c1cccc(O)c1)c1ccc(COc2cccc3cccnc23)cc1	-7	-13	107	1	-9	-10	0	107	0.3	4
Clc1ccc(Oc2cccc(/C=N/n3cnnc3)c2)cc1	11	1	102	0.8	4	-2	15	94	0.3	9
CCOC(=O)Cc1csc(NC(=O)C(C)c2ccc([N+](=O)[O-])cc2)n1 (centres undefined)	0	13	97	0.9	-34	3	15	109	-0.2	3
Clc1ccc(CSc2nc3ccncc3[nH]2)cc1	81*	-147	53	1	9	52*	-2	37	-0.5	7
O=C(N/C(=N\O)c1ccccc1)Nc1ccc(Cl)cc1	-3	-15	110	0.8	-5	-10	16	103	-0.4	26
O=C(CN1CCCCCC1)Nc1ccc(S(=O)(=O)N2CCOCC2)cc1	-4	-16	105	0.9	4	-8	13	106	-0.5	8
COc1ccc([C@H]2[C@H](C(=O)C(C)(C)C)N3N=Cc4ccccc4C3[C@]23N=C(c2ccccc2)OC3=O)cc1OC (some centres undefined)	-7	-26	100	0.8	-13	-1	18	110	-0.4	4
O=C(NC1(C(F)(F)F)NC(=O)N(Cc2cccnc2)C1=O)c1cccs1 (centres undefined)	7	-6	98	0.9	-1	2	7	97	-0.1	7
CCOC(=O)c1c(C)oc2cc(Br)c(OCC(N)=O)cc12	6	-15	93	1	-3	0	1	96	-0.5	0
Cc1ccc(NC(=O)Cn2nc(C)c3ccccc3c2=O)c(C)c1	10	-7	99	0.9	0	1	14	95	0.9	10
COc1cc(/C=N/NC(=O)c2nonc2C)ccc1O	-8	-11	128	1	7	-33	-1	111	0.1	1
CCOC(=O)c1sc(N)c(C(=O)OCC)c1COC(=O)C1CC(=O)N(Cc2ccco2)C1 (centres undefined)	-9	2	89	0.8	-12	12	22	109	-0.5	-2
COc1cccc(C2C3=C(CCCC3=O)NC3=C2C(=O)c2ccccc23)c1 (centres undefined)	12	11	93	.	-6	7	.	95	0.0	12
CC(C)c1onc(C(=O)NC(C)c2ccccc2)c1[N+](=O)[O-] (centres undefined)	0	-3	94	1	3	7	-2	106	0.2	4
CCOC(=O)c1ccc(N2C(=O)c3n[nH]c(-c4ccco4)c3C2c2ccc([N+](=O)[O-])cc2)cc1 (centres undefined)	6	-7	88	0.8	-4	13	22	94	-0.3	13
CCOC(=O)Cc1[nH]nc2c1C(C1C=CCCC1)C(C#N)=C(N)O2 (centres undefined)	18	8	93	0.9	-4	7	14	93	0.2	7
CC(=O)Nc1ccc(Nc2nc(Cl)nc(Nc3ccc(NC(C)=O)cc3)n2)cc1	8	14	102	.	6	-4	.	96	-0.1	14
CN(Cc1ccccc1)C(NC(=O)c1ccccc1)C(Cl)(Cl)Cl (centres undefined)	7	4	96	1	10	4	-1	95	-0.4	11
S=c1nc(-c2ccccc2)n(CCN2CCOCC2)c2c1CCCC2	4	-7	102	0.9	-7	-3	8	102	-0.3	5
Cc1cc(C(=O)N/N=C/c2ccc[nH]2)n[nH]1	13	5	102	0.8	20	-2	20	88	-0.1	-1
O=C(NC1CCN(C(=O)Nc2ccccc2)CC1)C1CCCCC1	6	-9	103	0.9	6	-4	6	100	0.1	2

Gathered by group, the compounds so far with a COOH group.
SMILES	STAT3 inh	APP transl inh	STAT1 act	Diaphorase act	TLR4-MyD88 BLA	STAT1 blocker	Diaph inh CS	STAT3 act	Hsp70 act	G6PDH CS
COc1cc(C(=O)O)ccc1OCC(=O)N1CCOCC1	-4	-5	102	0.9	-1	-3	12	105	-0.3	-3
O=C(O)CCC(=O)Nc1ccc(OCC(=O)O)cc1	5	.	94	0.9	2	5	7	96	-0.3	-3

(continued)
SMILES	STAT3 inh	APP transl inh	STAT1 act	Diaphorase act	TLR4-MyD88 BLA	STAT1 blocker	Diaph inh CS	STAT3 act	Hsp70 act	G6PDH CS
O=C1CCC([N+](=O)[O-])C(c2cc3c(cc2Cl)OCO3)N1 (centres undefined)	13	-9	95	0.8	11	4	22	92	0.0	5
CCCCN(CCCNC(=O)CN1C(=O)COc2ccccc21)c1ccccc1	2	-22	99	0.8	7	0	22	103	-0.2	32
CN1CCC(OC(=O)COc2ccc(Cl)cc2Cl)CC1	10	-5	99	1	-7	-1	-1	93	-0.4	7
O=C(NNC(=O)c1cccnc1)Nc1ccccc1	-8	-1	104	1.2	9	-5	-22	107	0.4	4
O=C(CCc1nnc(Cc2ccc3c(c2)OCO3)o1)NCc1nc2ccccc2s1	-49	-12	111	0.9	-1	-12	7	149*	-0.2	6
O=C(CSc1ncnc2c1sc1ccccc12)Nc1ccc(Br)cc1	5	3	95	1	-1	6	0	94	-0.1	-22
COc1ccc(-c2nc(NC(=O)C3CCN(c4nc5ccccc5o4)CC3)sc2C)cc1	5	11	101	0.6	-5	-1	38	99	-0.6	-3
CCc1ccc(NC(=O)CS(=O)CC(=O)Nc2ccc(F)cc2F)cc1 (centres undefined)	-7	-8	111	0.9	-1	-12	6	108	-0.2	8
Clc1cccc(Cl)c1Cn1cnc2c(NCc3ccco3)ncnc21	4	3	92	0.8	4	8	17	101	-0.1	10
COc1ccc(CNC(=O)C/C(C)=N/NC(=O)COc2cccc(C)c2)cc1	6	1	97	1	-13	2	-1	99	-0.5	12
CCOC(=O)N1CCC(NC(=O)Cc2cn(C)c3ccccc23)CC1	4	-3	98	0.9	3	4	13	96	-0.1	3
CCCNC(=O)CCn1c(-c2ccc(C)cc2)cc(C(=O)OCC)c1C	3	4	98	0.9	-3	3	7	99	0.0	-5
CC1(C)CC(=O)c2cc(OCC(=O)N3CCN(c4ccccc4F)CC3)ccc2O1	3	-2	102	0.9	4	-1	8	101	-0.1	-7
Cc1cccc(NC(=O)CSc2nnc(CN3CCOCC3)n2C)c1C	3	-3	102	0.7	16	-3	28	104	-0.1	28
C=CCOc1ccc(-c2n[nH]c(=S)o2)cc1	3	3	101	0.8	-9	-2	22	99	0.3	12
C=CCSc1nnc2c(n1)OC(C)=Nc1ccc(Br)cc1-2	-19	-12	102	0.8	1	-3	23	124	-0.2	15
Cc1c(C(=O)Nc2cccc(Cl)c2)oc2ccc(S(=O)(=O)N3CCC4(CC3)OCCO4)cc12	-5	21	99	0.9	-2	1	13	107	-0.2	6
O=C(CCCc1ccccc1)NCc1ccc(F)cc1	-4	1	105	1	-4	-5	2	106	-0.1	-1
Cc1ccc(Nc2nc(CSc3nnc(-c4ccc(F)cc4)n3C)cs2)cc1	7	-21	94	0.8	5	6	17	96	-0.5	-1
C=CCn1c(O)c(N=NC(=O)CNC(=O)c2cccs2)c2ccccc21	-15	0	97	0.8	-14	4	21	110	-0.2	-2
